Redox H2O2 prof – compounds producing H2O2 with reducing agent – biochemical, NIH compound library profiling, artefact control for MLSCN library redox annotation, primary screen; DTT-dependent redox cycling H2O2, phenol red/HRP absorbance; 100% = 100 µM peroxide control, 0% = buffer; activation, % at 10 µM; hit rate 0.03% among 200,000; AID 878;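 active = activation of at least 50% relative to the plate's high and low controls in the primary single-dose screen; inactive = activation below 50%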;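 note: compound incubated with DTT at 0.8 mM final as the reducing agent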
APP 5'UTR act – APP 5'UTR luciferase reporter activation; SH-SY5Y APP 5'UTR luciferase reporter, luminescence; zero percent = DMSO vehicle wells; activation, % at 2 µM; hit rate 1% among 190,000;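 active = activation above a set limit, based on mean plus 3 SD of controls, cut at about 140% in these data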; note: values of inactives mirror those of a sister screen read the other way
STAT1 activator – increases IFN-gamma driven STAT1 reporter signal; NIH 3T3 STAT1-luciferase reporter, luminescence; 100% = IFN-gamma alone, no compound; activation (% of control), % at 5.5 µM; hit rate 2.6% among 200,000;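 active = activation above the screen-wide mean activation plus 3 SD, cut at about 130% in these data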;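 note: raw ratio to IFN-gamma control signal so 100% means no change and 0% no light; values of inactives mirror those of a sister screen read the other way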
APP 5UTR inh – APP translation inhibition; inhibition, % at 2 µM; AID 1285; SH-SY5Y APP 5'UTR-luciferase reporter, luminescence; hit rate 0.82% among 190,000;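 active = inhibition above a set limit, derived from the sample mean plus 3 SD, cut at about 45% in these data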; note: values of inactives mirror those of a sister screen read the other way
FLuc inh counter – counter-screen for luciferase assay inhibitors: firefly luciferase inhibition; P08659; hit rate 1.5% among 200,000; ATPLite firefly luciferase biochemical luminescence, 10 min; inhibition, % at 10 µM;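 active = inhibition above about 50% when tested at 10 µM, limit read from the data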
Target sequence (P08659 whole entry, looked up): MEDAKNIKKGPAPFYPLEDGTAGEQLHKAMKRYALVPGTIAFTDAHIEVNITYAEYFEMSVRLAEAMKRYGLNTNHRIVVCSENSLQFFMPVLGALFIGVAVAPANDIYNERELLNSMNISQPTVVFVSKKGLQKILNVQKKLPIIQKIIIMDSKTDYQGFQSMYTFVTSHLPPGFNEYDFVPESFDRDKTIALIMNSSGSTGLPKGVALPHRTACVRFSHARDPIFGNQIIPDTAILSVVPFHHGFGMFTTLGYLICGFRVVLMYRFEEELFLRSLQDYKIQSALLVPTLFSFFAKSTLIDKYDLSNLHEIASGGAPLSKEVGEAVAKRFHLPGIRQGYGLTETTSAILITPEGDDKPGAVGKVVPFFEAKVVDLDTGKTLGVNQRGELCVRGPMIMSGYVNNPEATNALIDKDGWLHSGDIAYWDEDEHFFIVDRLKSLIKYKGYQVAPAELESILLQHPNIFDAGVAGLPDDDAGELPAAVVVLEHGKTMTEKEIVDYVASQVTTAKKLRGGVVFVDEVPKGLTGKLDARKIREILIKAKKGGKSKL
Hsp70 activator – switches on Hsp70 transcription; AID 1203; hit rate 0.04% among 200,000; activation, % at 10 µM; HeLa Hsp70 promoter luciferase reporter, luminescence; scaled: vehicle 0, proteasome-inhibitor control 100%;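 active = activation above the mean across all tested compounds plus 3 SD, cutoff set per campaign, cut at about 5.5% in these data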;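 note: 100% = MG132 at 30 µM as the positive control and 0% = DMSO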
Efa HMGR inh – E. faecalis class II HMG-CoA reductase inhibition. purified E. faecalis HMGR, NADPH absorbance 340 nm kinetic. inhibition, % at 10 µM. hit rate 0.41% among 190,000. AID 1066;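 active = inhibition above a set limit, the median over all tested compounds plus 3 SD, cut at about 9.5% in these data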;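 note: enzyme runs in reverse so mevalonate oxidation gives rising NADPH absorbance; 0% = complete reaction with DMSO and 100% = background rate lacking mevalonate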
G6PDH counter – inhibits Leuconostoc G6PDH, flagging false hits in G6PDH-based assays. hit rate 0.12% among 200,000. inhibition, % at 5 µM. AID 1020. Purified L. mesenteroides G6PDH, diaphorase/resazurin coupled fluorescence, 45 min; in the data active = inhibition above about 50%
NF-kB neuron act – raises NF-kB expression in human neuronal cells; hit rate 1.6% among 190,000; fold change at 12.5 µM; AID 1239; NF-kB reporter expression; active compounds read high; in the data active = fold change above about 3.3
FLuc act counter – affects firefly luciferase, flagging false hits in luciferase stimulation screens | ATPlite luciferase biochemical, luminescence, 10 min; 0 = ATP-free wells, 1 = DMSO control | P08659 | 200,000 tested, under 10 active | activation factor at 10 µM;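 active = luciferase activation factor, scaled between plate controls, of at least 2 with compound at 10 µM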
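test system = cell-free luciferase reagent | medium = PBS as buffer for the ATP substrate | dosing = test compounds dosed from 2 mM stocks in 100% DMSO | incubation = 10 min at ambient temperature | detection = luminescence measurement of luciferase light output | benchmarks = low control with PBS replacing ATP, high control enzyme plus ATP without compound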
* hit, by the source's call; nt = no result given. Rows are unselected. Share with any hit: about 5.3%.

Molecule	Redox H2O2 prof	APP 5'UTR act	STAT1 activator	APP 5UTR inh	FLuc inh counter	Hsp70 activator	Efa HMGR inh	G6PDH counter	NF-kB neuron act	FLuc act counter
COC(=O)c1c(N)nc(C)n1-c1ccc(OC)cc1	-0.6	-5	100	5	-10	-0.7	-5	1	1.1	1.1
Clc1ccc(C2CC(c3cccs3)n3ncnc3N2)cc1Cl (configuration not stated)	-2.0	-29	89	29	-6	0.1	-3	-19	1.1	1.1
Cc1cc(C)cc(C(=O)Nc2nnc(SCC(=O)N3CCCc4ccccc43)s2)c1	0.3	-2	99	2	1	-0.3	-6	-18	1.1	1
CCOc1ccc(S(=O)(=O)N2CCc3cc(OC)c(OC)cc3C2)cc1	0.1	22	106	-22	-4	-0.5	-6	0	1.2	1
O=C(NC(Cc1ccccc1)C(=O)O)/C(=C/c1ccccc1)NC(=O)c1ccccc1 (configuration not stated)	0.1	20	101	-20	-6	-0.5	-2	-7	1.1	1.1
COc1ccc(C)cc1NC(=S)NN1CCN(C)CC1	0.0	13	104	-13	-2	-0.1	0	-2	0.75	1
CCN1CCCC1CNC(=O)CSCc1nc(-c2ccccc2C)oc1C (configuration not stated)	-5.2	7	98	-7	-8	-0.2	-4	8	0.93	1.1
CC(C)CC(=O)Nc1nnc(SCC(=O)NCc2ccco2)s1	0.4	10	104	-10	-6	-0.2	1	-5	0.85	1.1
OCCC1CN(Cc2ccccc2-c2ccco2)CCN1Cc1ccsc1 (configuration not stated)	0.7	16	102	-16	-3	-0.1	-5	10	0.97	1
COc1ccc(/C=C/C(=O)c2cc(F)ccc2OC(=O)c2ccccc2OC)cc1OC	-0.5	-89	102	89*	-6	9.9*	-3	4	1.9	1.1
CCOC(=O)N1CCN(Cc2ccc(O)c3ncccc23)CC1	0.8	-11	98	11	-4	-0.1	-7	47	4.8*	1
CC(C)c1cc(C(=O)Nc2ccc3c(c2)OCO3)no1	0.1	145*	116	-145	45	0.2	-5	-18	6.4*	0.5

Reprinted from the part before: 3 compounds, then new ones.
Molecule	Redox H2O2 prof	APP 5'UTR act	STAT1 activator	APP 5UTR inh	FLuc inh counter	Hsp70 activator	Efa HMGR inh	G6PDH counter	NF-kB neuron act	FLuc act counter
COc1ccc(/C=C/C(=O)c2cc(F)ccc2OC(=O)c2ccccc2OC)cc1OC	-0.5	-89	102	89*	-6	9.9*	-3	4	1.9	1.1
CCOC(=O)N1CCN(Cc2ccc(O)c3ncccc23)CC1	0.8	-11	98	11	-4	-0.1	-7	47	4.8*	1
CC(C)c1cc(C(=O)Nc2ccc3c(c2)OCO3)no1	0.1	145*	116	-145	45	0.2	-5	-18	6.4*	0.5
CC(=O)N1CCCc2cc(S(=O)(=O)N3CCN(C4CCCCC4)CC3)ccc21	0.3	0	94	0	-6	0.4	1	-1	0.8	1.1
COc1ccccc1Nc1cc(C)nc2c(C)ccc([N+](=O)[O-])c12	-0.6	-4	88	4	-3	-0.2	-5	3	0.97	1
CCOC(=O)Cc1csc(NC(=O)c2cc(C)cc(C)c2)n1	0.6	14	90	-14	-5	0.5	-1	10	0.76	1
O=S(=O)(N/N=C/c1ccc(N2CCOCC2)cc1)c1ccc(Br)cc1	0.1	1	95	0	-2	-0.1	-2	-4	1.4	1
O=C1C2C3c4ccccc4C(c4ccccc43)C2C(=O)N1CN1CCOCC1 (configuration not stated)	0.9	14	102	-14	-3	-0.5	-3	4	0.98	1
CC(c1nnc(SCC(=O)Nc2ccc3[nH]c(=O)[nH]c3c2)n1Cc1ccccc1)N(C)C (configuration not stated)	0.3	-24	103	24	-5	-0.3	-1	0	1.4	1
CCCCN(C)C(=O)CCC(=O)NNc1nc2ccccc2c2nc(C)nn12	-0.2	nt	97	nt	-6	-0.3	-1	-12	1.2	1.1
COC(=O)c1cn(CC(=O)N2C(C)CCCC2C)c2ccccc12 (configuration not stated)	1.0	14	104	-14	-4	-0.6	-6	3	0.91	1
CCCn1c(-c2cccs2)nc2ccccc21	0.2	16	101	-16	1	-0.4	-5	20	0.92	1
CCOc1cc(OCC)cc(C(=O)Nc2cccc(C(C)=O)c2)c1	-0.4	-13	85	13	0	-0.4	0	25	1	1
CN(C)CCCN1C(=O)C(O)=C(C(=O)c2cccs2)C1c1cccc([N+](=O)[O-])c1 (configuration not stated)	-0.8	-3	105	3	-8	0.0	-3	6	1.1	1.1
CC(C(=O)NCCN1CCOCC1)(c1ccccc1)c1ccccc1	-1.7	11	106	-11	-7	-0.4	-3	9	1	1.1

Some entries already given with just G6PDH counter, FLuc act counter and Redox H2O2 prof:
| SMILES | G6PDH counter | FLuc act counter | Redox H2O2 prof |
| --- | --- | --- | --- |
| CN(C)CCCN1C(=O)C(O)=C(C(=O)c2cccs2)C1c1cccc([N+](=O)[O-])c1 (configuration not stated) | 6 | 1.1 | -0.8 |
| O=S(=O)(N/N=C/c1ccc(N2CCOCC2)cc1)c1ccc(Br)cc1 | -4 | 1 | 0.1 |

Other compounds follow.
Molecule	Redox H2O2 prof	APP 5'UTR act	STAT1 activator	APP 5UTR inh	FLuc inh counter	Hsp70 activator	Efa HMGR inh	G6PDH counter	NF-kB neuron act	FLuc act counter
O=C(c1ccccn1)c1cc2ccccc2n1S(=O)(=O)c1ccccc1	-0.1	-11	106	11	-4	-0.1	-5	2	1.6	1
O=C(COC(=O)C1CCCCC1)Nc1cc([N+](=O)[O-])ccc1F	-2.0	12	99	-12	-3	-0.2	-7	6	0.99	1
O=C(c1c(F)cccc1F)N1CCC(O)(c2cccnc2)CC1	1.7	11	104	-12	-7	-0.4	-2	2	1.1	1.1
Cc1n[nH]c(=S)c2nn(-c3ccccc3F)c(C)c12	-0.1	7	91	-8	-4	-0.6	-4	13	1.1	1
C/C=N/NC(=O)CCCC(=O)N/N=C/C	0.1	-1	97	1	-1	-0.3	0	16	1	1
C[C@@H](NC(=O)c1coc(=O)c(Br)c1)c1ccccc1	0.0	-22	92	22	-4	-0.1	-7	7	2.2	1
Cc1nnc(C)n1N	-1.3	26	99	-26	1	0.3	-3	4	1.2	1
CCOC(=O)c1ccc(COC(=O)CCc2nc3ccccc3[nH]c2=O)o1	-3.1	-3	97	3	0	-0.1	-4	-9	1	1
Cc1nc2c(cc1C(=O)N/N=C/c1ccc([N+](=O)[O-])cc1)c(=O)n(C)c(=O)n2C	0.1	2	99	-2	-2	0.1	-6	-14	0.96	1
CC(C)C(=O)Nc1ncc(Cc2ccccc2Cl)s1	0.1	-15	92	15	-6	-0.1	-4	7	1.8	1.1
CN(C)CCCNC(NC(=O)c1cccs1)C(Cl)(Cl)Cl (configuration not stated)	0.3	-6	94	6	-7	-0.5	0	22	1.3	1.1
CCOC(=O)c1c(C)[nH]c(C(=O)COC(=O)/C=C/c2ccc(OCC#N)c(OC)c2)c1C	-2.2	-21	94	21	-12	-0.4	-5	3	1.3	1.1

Next part.
Molecule	Redox H2O2 prof	APP 5'UTR act	STAT1 activator	APP 5UTR inh	FLuc inh counter	Hsp70 activator	Efa HMGR inh	G6PDH counter	NF-kB neuron act	FLuc act counter
Cc1ccc(/C=C/C(=O)NC2CCS(=O)(=O)C2)cc1 (configuration not stated)	0.4	16	104	-16	-3	-0.1	1	1	1.3	1
O=C(Nc1nnc(-c2ccc3c(c2)CCCC3)o1)c1c(F)cccc1F	-0.3	7	93	-7	23	0.0	10*	14	0.96	0.8
N#CC1=C(N)Oc2n[nH]c(-c3ccccc3)c2C1c1cccnc1 (configuration not stated)	-1.2	6	99	-6	-3	-0.2	0	2	1	1
CC(=O)N1CCN(CCN(CC2C(C)C=C(C)CC2C)C(C)=O)CC1 (configuration not stated)	0.9	-6	97	6	-8	-0.5	-3	1	1.2	1.1
O=C(CN1CCOCC1)NNC(=S)Nc1ccc(Cl)cc1	-2.7	-17	103	17	-7	-0.1	-8	2	1.2	1.1
Clc1ccc(COn2c(-c3ccccc3)nc3ccccc32)cc1	2.7	nt	96	nt	-5	0.2	-2	6	0.96	1.1
CCSC1(SCC)N=C(N)C2(C#N)C(c3ccccc3)NC(C)=CC12C#N (configuration not stated)	1.4	-12	88	12	-10	0.0	-1	7	1	1.1
Cc1ccc(NC(=O)N2CCC(C(=O)NCC(C)C)CC2)cc1	-1.3	9	95	-8	-4	0.5	-4	-2	0.89	1
COc1ccc(C2=NN(c3nc4ccccc4s3)C(=O)C2)cc1	-1.1	9	101	-9	60*	-0.3	6	6	1	0.4
COc1ccc(CN2C(=O)c3ccccc3C(/C=N\OCc3ccc(F)cc3)C2=O)cc1 (configuration not stated)	-2.2	-1	99	1	-6	-0.2	0	7	1	1.1
COc1cc(OC)c([N+](=O)[O-])cc1/C=N/NC(=O)c1ccncc1	-0.4	-8	103	8	-3	-0.5	0	32	1.4	1
COc1ccc(C(=O)Nc2ccccc2C(=O)N/N=C/c2ccc(O)c(OC)c2)cc1	0.4	37	8	-37	98*	-0.7	0	1	0.43	0

The list goes on:
Molecule	Redox H2O2 prof	APP 5'UTR act	STAT1 activator	APP 5UTR inh	FLuc inh counter	Hsp70 activator	Efa HMGR inh	G6PDH counter	NF-kB neuron act	FLuc act counter
CCOC(=O)c1cccc(NC(=O)Nc2cc(OC)ccc2OC)c1	-0.2	-7	92	7	-7	0.0	-1	-5	1.2	1.1
Cc1nc2c(-c3ccccc3)c[nH]n2c(=O)c1Cc1ccccc1	0.1	92	142*	-92	9	0.2	-8	2	1.1	0.9
CCOC(=O)C(=O)Nc1nnc(COc2ccccc2)s1	-0.2	0	101	0	-8	-0.1	-1	9	1.1	1.1
CCSC1=N/C(=C\c2ccc(-c3ccccc3[N+](=O)[O-])o2)C(=O)S1	0.7	17	103	-17	6	-0.2	-2	46	1.2	0.9
Cc1ccc(C(=O)NC(=S)Nc2cc(-c3nc4ccccc4s3)ccc2C)cc1	8.3	120	115	-120	4	-0.1	-2	4	4*	1
COc1ccccc1NC(=O)COC(=O)CNC(=O)c1ccc(OC)c(OC)c1	2.6	3	96	-3	-5	-0.1	-3	6	1.1	1
COc1ccc(C2(O)CCN(C(=O)Cc3cccnc3)CC2)cc1	-0.9	8	104	-8	-6	-0.1	-2	2	1.5	1.1
